High-throughput results: PubChem BioAssay, The Scripps Research Institute Molecular Screening Center
pPAFAH FP inh – pPAFAH enzyme inhibitors, primary screen, biochemical, fluorescence polarization, human; recombinant pPAFAH, FP-rhodamine probe fluorescence polarization; Platelet-activating factor acetylhydrolase (Homo sapiens), Q13093; inhibition, % at 3.39 µM; actives 1.5% (n = 330,000);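 active means inhibition above the mean inhibition across the screen plus 3 SD, cut at about 25% in these data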;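 further: inhibitors block binding of the rhodamine activity-based probe so polarization drops; 0% = enzyme with DMSO and 100% = wells lacking pPAFAH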
PAFAH2 inh – PAFAH2 enzyme inhibitors, primary screen, biochemical, fluorescence polarization, human. Platelet-activating factor acetylhydrolase 2, cytoplasmic (Homo sapiens), Q99487. recombinant PAFAH2, FP-rhodamine activity probe. inhibition, % at 3.39 µM. actives 0.99% (n = 340,000). AID 492956, 2010;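 active means inhibition above the mean over all tested compounds plus 3 SD, cut at about 30% in these data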;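 further: inhibitors block probe labeling of enzyme so polarization drops; 0% = enzyme with DMSO and 100% = wells lacking PAFAH2 protein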
GSTO1 inh – inhibitors of recombinant GSTO1, primary screen, counter-screen for RBBP9 inhibitor project, biochemical, fluorescence polarization; activity-based probe fluorescence polarization; inhibition, % at 5.96 µM; actives 1.1% (n = 300,000);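 active means inhibition above the campaign mean inhibition plus 3 SD, cut at about 35% in these data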;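 further: 0% = GSTO1-1 with DMSO and 100% = wells lacking GSTO1-1 enzyme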
PAD4 inh – human PAD4 inhibitors, primary screen, biochemical, fluorescence polarization, 1536-well format | Protein-arginine deiminase type-4 (Homo sapiens), Q9UM07 | AID 485272, 2010 | recombinant PAD4, RCA probe fluorescence polarization | actives 0.41% (n = 330,000) | inhibition, % at 6.36 µM;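 active means percent inhibition above a cutoff equal to the mean of all tested compounds plus 3 SD, cut at about 15% in these data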;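 further: 0% = PAD4 with RCA probe and DMSO and 100% = probe without PAD4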
LYPLA1 counter – LYPLA1 inhibitors, primary screen, counter-screen for PME1 inhibitor project, biochemical, fluorescence polarization, FP-Rh probe ABPP; Acyl-protein thioesterase 1 (Homo sapiens), O75608; actives 0.16% (n = 320,000); inhibition, % at 5.9 µM; recombinant LYPLA1;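 active means inhibition above the mean of all tested compounds plus 3 SD, set per campaign, cut at about 14% in these data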;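 further: inhibitors block serine hydrolase probe labeling of LYPLA1 so polarization falls; 0% = enzyme with DMSO and 100% = wells lacking LYPLA1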
Target sequence (O75608 whole entry, looked up): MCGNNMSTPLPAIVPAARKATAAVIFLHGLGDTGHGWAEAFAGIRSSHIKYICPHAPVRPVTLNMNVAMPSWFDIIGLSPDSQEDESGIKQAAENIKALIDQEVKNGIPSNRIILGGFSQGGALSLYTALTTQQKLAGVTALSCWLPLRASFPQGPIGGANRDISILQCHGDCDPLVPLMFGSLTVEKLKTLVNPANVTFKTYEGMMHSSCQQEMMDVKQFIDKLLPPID
PME-1 primary – PME-1 inhibitors via competitive probe labeling, primary screen, biochemical, fluorescence polarization, FP-Rh probe, HTS; Protein phosphatase methylesterase 1 (Homo sapiens), Q9Y570; recombinant PME-1; inhibition, % at 5.9 µM; actives 0.53% (n = 320,000);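 active means inhibition above the campaign mean of all compounds plus 3 SD, cut at about 26% in these data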;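 further: competitive labeling of PME-1 active site by serine hydrolase directed probe; 0% = PME-1 with DMSO and 100% = wells lacking PME-1 enzyme; inhibitors block probe labeling so polarization falls and inhibition rises; many of its hits are not listed in these tables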
Target sequence (Q9Y570 whole entry, looked up): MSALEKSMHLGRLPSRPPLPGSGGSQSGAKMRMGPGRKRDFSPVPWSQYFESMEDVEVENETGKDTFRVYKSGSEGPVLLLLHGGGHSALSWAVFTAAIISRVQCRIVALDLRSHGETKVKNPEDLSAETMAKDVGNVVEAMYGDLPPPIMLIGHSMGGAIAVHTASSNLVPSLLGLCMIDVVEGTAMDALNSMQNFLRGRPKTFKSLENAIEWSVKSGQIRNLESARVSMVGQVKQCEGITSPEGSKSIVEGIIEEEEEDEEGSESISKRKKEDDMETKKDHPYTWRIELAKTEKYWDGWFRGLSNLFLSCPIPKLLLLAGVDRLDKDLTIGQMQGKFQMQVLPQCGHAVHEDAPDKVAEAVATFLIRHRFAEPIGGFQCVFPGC
PAFAH1B3 inh – PAFAH1B3 enzyme inhibitors, primary screen, biochemical, fluorescence polarization, human | recombinant PAFAH1B3, FP-rhodamine probe | Platelet-activating factor acetylhydrolase IB subunit alpha1 (Homo sapiens), Q15102 | inhibition, % at 3.39 µM | actives 0.28% (n = 340,000) | AID 492972, 2010;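 active means inhibition above the screen-wide average of all tested compounds plus 3 SD, cut at about 25% in these data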;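 further: 0% = enzyme with DMSO only and 100% = wells lacking PAFAH1B3 protein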
PAFAH1B2 FP inh – PAFAH1B2 enzyme inhibitors, primary screen, biochemical, fluorescence polarization, human | inhibition, % at 3.39 µM | Platelet-activating factor acetylhydrolase IB subunit alpha2 (Homo sapiens), P68402 | AID 492953, 2010 | actives 1.2% (n = 340,000) | recombinant PAFAH1B2, FP-rhodamine activity probe;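 active means inhibition above the mean of all tested compounds plus 3 SD, cut at about 24% in these data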;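 further: 0% = enzyme with DMSO and 100% = wells lacking PAFAH1B2; many of its hits are not listed in these tables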
Target sequence (P68402 whole entry, looked up): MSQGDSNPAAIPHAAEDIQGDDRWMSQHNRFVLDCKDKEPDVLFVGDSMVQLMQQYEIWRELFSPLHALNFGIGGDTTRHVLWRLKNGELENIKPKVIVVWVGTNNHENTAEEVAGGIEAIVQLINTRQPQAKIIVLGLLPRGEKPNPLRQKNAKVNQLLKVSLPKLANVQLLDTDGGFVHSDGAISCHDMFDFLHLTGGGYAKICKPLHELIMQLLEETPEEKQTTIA
Fam108B inh – mouse Fam108B serine hydrolase inhibitors, primary screen, counter-screen for RBBP9 inhibitor project, biochemical, fluorescence polarization | inhibition, % at 9.51 µM | recombinant Fam108B, FP-Rh probe fluorescence polarization | actives 0.33% (n = 300,000) | AID 1947, 2009;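 active means inhibition above the screen mean inhibition plus 3 SD, computed separately per campaign, cut at about 18% in these data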;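 further: inhibitors lower polarization as less probe binds the enzyme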
* hit, by the source's call; · = no result given. Only part of the results is shown; count on the stated rates, not on these rows.

canonical_smiles,pPAFAH FP inh,PAFAH2 inh,GSTO1 inh,PAD4 inh,LYPLA1 counter,PME-1 primary,PAFAH1B3 inh,PAFAH1B2 FP inh,Fam108B inh
CCOC(=O)CSC1=C(C#N)C(c2sccc2C)CC(=O)N1 (centres undefined),4,-11,-2,-5,2,5,-4,0,1
Cc1csc(NC(=O)CSCC(=O)Nc2ccccc2)n1,1,-2,7,-12,0,-3,8,5,-8
CC1CCc2c(sc3ncn(Cc4ccc(C(=O)O)cc4)c(=O)c23)C1 (centres undefined),0,3,-1,-5,-3,-3,3,8,2
Cc1ccc(CN(C)C(=O)CN2C(=O)NC(c3ccccc3)(c3ccccc3)C2=O)c(C)c1,6,7,·,-1,-1,7,1,0,·
O=C(c1ccco1)N1CCCC(N2CCN(c3ccccc3F)CC2)C1 (centres undefined),2,-2,6,-1,2,3,1,0,-1
COc1cccc(/C=N/Nc2snc(SC)c2C#N)c1O,29*,33*,13,1,7,24,14,15,13
Cc1cc(C)c(NC(=O)CSc2nnc(CN3CCOCC3)n2C)c(C)c1,4,-4,8,0,3,2,-3,3,0
COc1ccc(NC(=O)c2nc[nH]c2C(=O)NCc2ccccc2)cc1,0,-1,2,-2,-5,-1,-7,1,0
O=C(c1nc2nc(-c3ccccc3)cc(C(F)(F)F)n2n1)N1CCOCC1,6,8,-4,-2,1,3,-5,1,-4
COc1ccc(C)cc1S(=O)(=O)N1CCN(C(=O)c2ncoc2-c2ccccc2C)CC1,1,-8,2,-1,0,5,1,5,0
CC(C)c1nnc(NC(=O)c2c(O)c3cccc4c3n(c2=O)CCC4)s1,1,3,-3,-2,-4,-11,1,3,0
O=C(c1cc([N+](=O)[O-])ccc1N1CCOCC1)N1CCN(S(=O)(=O)c2ccc(F)cc2)CC1,3,5,1,1,-4,0,12,9,5
CN(C)c1ccc(CNCc2cccnc2)cc1,5,·,-2,3,1,4,·,·,0
Cc1ccccc1Cn1cnc2c([N+](=O)[O-])c(C)c(C)cc21,-3,3,-7,4,1,25,8,0,-1
CC1(C)CC2c3cccc(C(=O)O)c3C(=O)N2c2c1ccc1ccccc21 (centres undefined),5,0,2,-2,4,0,9,2,0
O[C@@H]([C@H](O)[C@H](O)CBr)[C@H](O)CBr,2,-2,3,-4,0,-3,4,-1,-6
CCOC(=O)C(=O)NCC(c1cccs1)S(=O)(=O)c1ccc(F)cc1 (centres undefined),5,11,-8,1,-2,-1,4,9,-3
O=C(CCNS(=O)(=O)c1ccccc1)N1CCCCCCC1,3,1,10,2,1,4,7,4,3
Cc1nc(SCC(=O)O)n[nH]1,4,-1,-9,-3,1,-3,-1,2,2
CCOC(=O)c1c(C)[nH]c(C(=O)COC(=O)CNC(=O)c2ccc(Cl)cc2)c1C,-3,-6,11,-1,-3,12,2,-2,0
CC(C)OC(=O)CSc1nc(N)c(C#N)cc1C#N,-1,0,-5,2,1,3,1,4,-1
COc1ccc(-n2c(C)cc(C(=O)COc3ccc(C)nc3[N+](=O)[O-])c2C)cc1,6,3,3,-1,5,-3,1,5,5
O=C(c1cc(Br)c(Br)s1)N1CCc2ccccc2C1,8,-2,·,0,·,·,-5,-3,·
O=C(CSc1nnc(-c2cccnc2)n1-c1ccccc1)NCc1ccc2c(c1)OCO2,0,0,-5,1,-3,-2,6,3,0
NS(=O)(=O)c1cccc(NC(=O)C(Cc2ccccc2)NC(=O)c2ccccc2)c1 (centres undefined),-1,-12,1,4,0,2,2,0,-2
O=C(NC1=NCCS1)c1sc2cc(Cl)cc(Cl)c2c1Cl,-6,-11,-19,-9,-10,3,-3,-9,-17
CCSC1=C(C#N)C(CC(C)C)C2=C(CCCC2=O)N1 (centres undefined),7,·,6,2,0,0,·,·,-3
COc1cc(OC)cc(C(=O)N[C@H](C(=O)OCC(=O)c2ccc(F)cc2)C(C)C)c1,-5,-3,4,-3,-1,-6,0,5,-1
O=C1C2CCCN2C(c2ccccc2F)N1c1cccc(Cl)c1 (centres undefined),-7,-1,6,4,1,-2,5,1,2
CC1CCN(C(c2cc3cc4c(cc3[nH]c2=O)OCO4)c2nnnn2CC2CCCO2)CC1 (centres undefined),2,-2,-10,0,-1,-2,7,-1,-5
COc1ccc(Cl)c(NC(=O)C/C(C)=N/NC(=O)CCc2ccccc2)c1,-1,0,-4,1,-1,1,7,0,-1
CCOC(=O)CP(=O)(c1ccccc1)c1ccccc1,2,3,1,2,-1,1,5,-5,0
O=C(NCCNc1ccc(Cl)cc1[N+](=O)[O-])c1cccnc1,2,10,2,-2,6,-2,-1,1,-3
COc1ccc(S(=O)(=O)N2CCCCCC2)cc1NC(=O)c1c2c(nc3ccccc13)CCN(Cc1ccccc1)C2,10,10,2,-4,-7,-5,-4,-2,0
CN(C)S(=O)(=O)n1cc(/C=C(\NC(=O)c2ccccc2Cl)C(=O)NCCCn2ccnc2)c2ccccc21,5,2,-1,-3,0,4,4,1,-4
O=C(O)CSc1nnc(Cn2c(=O)sc3ccccc32)n1-c1cccc(Cl)c1,-1,2,9,-1,-2,4,1,2,2
Cc1cc(C)n2nc(C(=O)N/N=C/c3c4ccccc4cc4ccccc34)nc2n1,13,4,-9,-7,-4,0,10,-2,-1
CCn1ncc(Br)c1C(=O)Nc1ccc(F)cc1F,5,2,3,0,-1,2,1,5,3
O=C(Nc1ccccc1NC(=O)c1ccc(F)cc1)c1ccc(F)cc1,-2,-9,-1,-5,0,4,-3,7,2
COc1ccc(/C=C/C(=O)c2ccccc2)cc1COc1ccc(F)cc1,6,-7,2,4,-5,-9,-6,-2,-7
CC(C)C(C(=O)Nc1nccs1)N1C(=O)c2ccccc2C1=O (centres undefined),3,3,7,-6,3,-3,-1,2,-3
CCCCN(C(=O)NC(=O)Nc1ccc(C)cn1)S(C)(=O)=O,-1,2,-3,0,-3,-1,2,2,0
CC1(C)CC(=O)C=C(NCCN2CCNCC2)C1,-7,·,8,-5,-2,-6,·,·,-1
COc1ccc2c(C)cc(N3CCOCC3)nc2c1,3,0,12,5,0,-6,8,6,3
O=C(CCN1C(=O)c2ccccc2S1(=O)=O)NCc1ccccc1,6,4,1,1,1,-1,7,0,1
Cc1cc(Nc2cc(Cl)cc(Cl)c2)nc(N)n1,0,1,-5,1,-1,2,5,5,0
CCOC(=O)c1nnn(-c2nonc2N)c1-c1ccc(F)cc1,1,5,-2,1,-2,-6,-7,1,1
COC(=O)C1=C(C(=O)OC)[C@@H]2N(Cc3ccccc3)c3ccccc3[C@@]23C[C@@H](C(=O)OC)N(C(=O)NC(C)(C)C)C3=N1,9,8,4,3,2,6,2,5,4
Cc1ccc(S(=O)(=O)NCc2ccc(C(=O)NCCN(Cc3ccccc3)C(C)C)cc2)cc1,4,-3,5,-3,1,7,1,6,-1
COc1ccc(C(=O)/C=C2\Sc3ccccc3N2C)cc1,1,·,12,1,2,4,·,·,3

The results go on:
canonical_smiles,pPAFAH FP inh,PAFAH2 inh,GSTO1 inh,PAD4 inh,LYPLA1 counter,PME-1 primary,PAFAH1B3 inh,PAFAH1B2 FP inh,Fam108B inh
Cc1nc2ncnn2c(C)c1C/C=C/c1ccccc1,0,5,6,-5,3,0,10,0,3
NC(=O)CSc1nnc(CNc2ccc(F)cc2)n1CC1CCCO1 (centres undefined),-2,7,4,-1,1,2,8,1,1
CCOC(=O)C1(Cc2ccc(OC)cc2)CCN(C(=O)CC2CCC(=O)N2)CC1 (centres undefined),1,-6,4,1,2,1,-3,3,0
Cc1ccc(-c2csc3ncnc(-n4nnc5ccccc54)c23)cc1,4,1,3,1,-1,-2,5,6,0
COc1cc(/C=C/C(=O)OCC(=O)N2CCc3ccccc3C2)ccc1O,8,35*,0,-9,6,1,8,0,1
O=C(CSc1ncnc2c1oc1ccccc12)Nc1ccc2c(c1)OCCO2,4,-4,-1,-3,-3,-2,-3,-4,-6
Cc1ccccc1NC(=O)CCC(=O)OCCCC(F)(F)C(F)(F)F,3,-11,4,0,-2,-4,10,1,5
O=C(O)c1ccc(S(=O)(=O)N(Cc2cccs2)CC2CCCO2)cc1 (centres undefined),6,3,-2,-2,-3,0,-8,7,-2
CCOc1ccc(NC(=O)CN(C)CC(=O)NC(C)c2ccccc2)cc1OCC (centres undefined),1,2,2,-1,-2,2,-6,3,1
CCN1/C(=C2\SC(=S)N(Cc3ccccc3)C2=O)Sc2ccccc21,2,0,8,-3,-6,3,8,1,6
CCCCN(C)C(=O)CNC(=O)c1nn(-c2ccc(OC)cc2OC)c(=O)c2ccccc12,3,1,0,-5,-2,-3,3,7,-3
